# Screens (PubChem)
# D2 antagonist – antagonizes the human D2 dopamine receptor; P14416; HEK293 TREx D2 cells, calcium flux, dopamine EC80; inhibition, % at 10 µM; 340,000 tested, 2% active; AID 485344; in the data active = inhibition above about 30%; note: 0% is about no effect
#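 Read-out: kinetic calcium fluorescence (1 cycle/s) in inducible HEK293 T-REx D2 cells after an EC80 dopamine addition that followed 180 s compound preincubation. Loss of the dopamine response indicates antagonism.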
# D1 ag – activates the human D1 dopamine receptor | 360,000 tested, 1% active | P21728 | AID 504660 | activation, % at 2 µM | HEK293 T-REx D1 cells, calcium flux, agonist mode; note: 0% is about no effect
#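 Agonism was scored from calcium flux recorded over 180 s (1 read/s) after pintool compound addition, following a 10-cycle baseline. Cells were inducible force-coupled HEK293 TREx D1, plated overnight at 30 C and loaded with no-wash calcium dye.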
# D1 potentiator – potentiators of human D1 dopamine receptor. AID 504651. HEK293 TREx D1 cells, calcium flux, dopamine EC20 potentiation. 360,000 tested, 0.036% active. potentiation, % at 10 µM; in the data active = potentiation above about 30%; note: 0% is about no effect
# D1 antagonist – human D1 dopamine receptor antagonism. P21728. HEK293 TREx D1 cells, calcium flux, dopamine EC80; stronger effect = lower value. activity change, negative = inhibition, % at 10 µM. 360,000 tested, 3.2% active; in the data active = activity change below about -30%; note: % is set by controls: 0 for no effect and ±100 for the full control effect
#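 Kinetic fluorescence of a calcium dye serves as the read-out. D1-expressing Hek293 Trex cells, induced overnight at 30 C, are exposed to compound for 180 s before an EC80 dopamine addition, then read 180 s further.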
# TRHR agonist – activates the human TRH receptor; P34981; TRHR cells, calcium flux fluo-8, FDSS agonist mode; activation, % at 2 µM; 360,000 tested, 0.18% active; AID 493084; note: 0% is about no effect
#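 Read-out: compound-evoked intracellular calcium rise in TRHR cells, fluo-8 dye, kinetic FDSS fluorescence at 1 s/cycle following a 10-cycle baseline. Cells cultured overnight before dye loading (30 min–1.5 h, RT).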
# RXFP1 antagonist – blocks the human relaxin receptor RXFP1. HEK293-RXFP1, relaxin-stimulated cAMP HTRF, 30 min; stronger effect = lower value. 350,000 tested, 0.59% active. Q9HBX9. activity change, negative = inhibition, % at 57.5 µM;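 active = activity change of -60% or lower, but not beyond a set lower limit; inconclusive = change between -60% and -40%, or beyond the set limit; inactive = change above -40%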; note: % is set by controls: 0 for no effect and ±100 for the full control effect
# Target sequence (Q9HBX9 whole entry, looked up): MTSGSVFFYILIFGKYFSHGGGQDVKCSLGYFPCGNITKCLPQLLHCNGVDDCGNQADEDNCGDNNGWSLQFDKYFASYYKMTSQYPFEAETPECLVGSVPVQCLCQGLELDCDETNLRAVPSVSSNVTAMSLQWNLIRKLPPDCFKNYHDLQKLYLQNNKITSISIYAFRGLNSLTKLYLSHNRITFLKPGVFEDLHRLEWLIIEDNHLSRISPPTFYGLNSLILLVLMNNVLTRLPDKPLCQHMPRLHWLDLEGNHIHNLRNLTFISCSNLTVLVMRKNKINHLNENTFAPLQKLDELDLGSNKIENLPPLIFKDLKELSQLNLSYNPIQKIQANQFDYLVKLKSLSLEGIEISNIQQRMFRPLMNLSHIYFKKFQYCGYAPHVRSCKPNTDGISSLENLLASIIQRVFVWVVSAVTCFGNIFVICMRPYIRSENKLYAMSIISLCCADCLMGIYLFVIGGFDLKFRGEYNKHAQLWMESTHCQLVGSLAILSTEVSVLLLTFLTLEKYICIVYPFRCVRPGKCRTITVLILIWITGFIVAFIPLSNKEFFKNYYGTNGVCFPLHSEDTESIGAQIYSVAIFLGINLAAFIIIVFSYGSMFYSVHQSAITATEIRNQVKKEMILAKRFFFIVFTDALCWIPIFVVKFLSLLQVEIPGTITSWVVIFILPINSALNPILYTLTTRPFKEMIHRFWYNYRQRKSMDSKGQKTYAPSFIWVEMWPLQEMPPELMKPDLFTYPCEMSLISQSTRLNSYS
# D2 potentiator – D2 dopamine receptor (human) potentiation; HEK293 T-REx D2, calcium flux, EC20 dopamine potentiation; potentiation, % at 10 µM; 340,000 tested, 0.34% active;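 active = potentiation over 3 SD above the plate norm, cut at about 30% in these data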; note: 0% is about no effect
#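 Primary screen. Calcium kinetics in induced HEK293 T-REx D2 cells: compound pre-addition 180 s, EC20 dopamine, 180 s more.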
# TRHR PAM – TRH receptor (human) allosteric enhancement. 360,000 tested, 0.66% active. TRHR cells, fluo-8 calcium fluorescence, EC20 TRH enhancement. enhancement, % at 2 µM; in the data active = enhancement above about 30%; note: 0% is about no effect
#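 TRHR-expressing cells loaded with fluo-8 calcium dye were read kinetically (ex 480/em 530) during compound addition, then stimulated with an EC20 of TRH (10 nM final). Enhancement of the Gq-mediated intracellular calcium response was scored.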
# D2 agonist – agonists of human D2 dopamine receptor; 340,000 tested, 0.53% active; activation, % at 2 µM; HEK293 T-REx D2 cells, calcium flux agonist mode; P14416; AID 485358;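 active = activation over 3 SD above normal in the single-dose calcium agonist read, cut at about 30% in these data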; note: 0% is about no effect
#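 Agonism scored from kinetic calcium signal (1 read/sec, 180 s) following compound pin transfer, after a 10 s baseline. Cells: HEK293 Trex line expressing inducible D2 receptor coupled to calcium, dye-loaded after overnight culture at 30 C.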
# * hit, by the source's call; u = inconclusive; x = not tested or not shown. Cut-off read from the data, not from the text of the source, unless noted: active = activation above about 30%; inactive = the rest.
no.	Structure	D2 antagonist	D1 ag	D1 potentiator	D1 antagonist	TRHR agonist
1	Cc1ccc([N+](=O)[O-])cc1-c1[nH]c(-c2ccc(O)c(O)c2)nc1-c1ccccc1	-7	1	-3	-5	-0.7
2	Cc1ccccc1C(=O)NNC(=O)c1cc(N)cc([N+](=O)[O-])c1	2	2	0	3	-0.2
3	COC(=O)NNC(=O)c1ccc(Cl)cc1Cl	1	2	-2	-14	-0.1
4	COc1ccc(C)cc1NC(=O)c1cc2c(=O)n3ccccc3nc2n1C	13	1	-1	-6	-0.1
5	COc1cc(OC)c(Nc2c3c(nc4nc(-c5cccs5)nn24)CCCC3)cc1Cl	x	11	-1	14	0.2
6	Cc1ccc(NC(=O)NNC(=O)c2snnc2C)cc1	-6	4	5	-5	0.8
7	N#Cc1c(N)nc(SCc2ccccn2)c(C#N)c1-c1cccs1	10	1	-2	-26	0.0
8	CCc1noc(C)c1C(=O)OCC(=O)Nc1c(F)cccc1F	-3	1	1	-3	0.1
9	Cc1ccc(NC(=O)CN(C)C(=O)c2cc(S(=O)(=O)N(C)C)ccc2N2CCCC2)cc1	2	1	4	5	0.4
10	COc1ccccc1Cn1c(CNS(=O)(=O)c2ccc(C(C)C)cc2)nc2cccnc21	x	2	-2	2	0.0

no.	RXFP1 antagonist	D2 potentiator	TRHR PAM	D2 agonist
1	-20	-6	-16	-0.9
2	-2	-4	-3	-1.0
3	1	4	12	-1.3
4	2	11	-4	0.6
5	-35	16	-1	0.0
6	3	-4	-1	-0.4
7	0	-11	5	4.0
8	5	13	0	0.3
9	3	7	7	0.4
10	3	5	1	0.6

# New compounds follow:
no.	Structure	D2 antagonist	D1 ag	D1 potentiator	D1 antagonist	TRHR agonist
11	COc1ccc(CC(=O)NC2CC(C)(C)NC(C)(C)C2)cc1	-18	4	17	-4	0.6
12	O=C(COC(=O)c1ccc(NS(=O)(=O)c2cccs2)cc1)Nc1nc2c(F)c(F)c(F)cc2s1	2	3	-3	-2	0.2
13	Cc1cccc(NC(=S)NC2CC3CCCC(C2)N3CC(C)C)c1C (centres undefined)	-7	1	-1	7	-0.6
14	CCCS(=O)(=O)C(=C(Nc1ccc(OC)cc1)Nc1ccc(OC)cc1)S(=O)(=O)CCC	13	1	-3	-10	-0.3
15	Cc1cccc(C(=O)N[C@H](C(=O)Nc2cc(S(=O)(=O)N3CCCCC3)ccc2C)C(C)C)c1	5	4	3	-7	-0.6
16	CC(C)(C)c1nnc2sc(SCC(=O)N3CCc4ccccc43)nn2c1=O	-7	6	-1	34	-0.2
17	COc1ccc(CN(C(=O)COc2ccccc2)c2ccccc2C(=O)O)cc1	-2	3	-1	5	-0.1
18	CSc1ccc(C#N)cc1NC(=O)c1ccc(Cl)cc1	-11	4	-5	-6	0.3
19	CC(=O)Nc1ccc(N(C(=O)Cc2cccs2)C(C(=O)NC2CCCC2)c2ccncc2)cc1 (centres undefined)	9	1	-5	4	0.1
20	Cc1cc(C(=O)Nc2ccc3c(c2)OCO3)cs1	4	-1	-10	-2	-0.4

no.	RXFP1 antagonist	D2 potentiator	TRHR PAM	D2 agonist
11	-1	2	-3	1.0
12	-62*	-4	-6	0.4
13	-6	5	-2	-0.8
14	-10	1	-6	-1.2
15	3	5	1	-1.3
16	-4	-1	1	-0.4
17	8	-16	-5	-0.3
18	-2	-10	-2	0.6
19	-3	0	-1	0.6
20	4	1	0	0.8

# (cont.)
no.	Structure	D2 antagonist	D1 ag	D1 potentiator	D1 antagonist	TRHR agonist
21	CCc1cc2c(cc3c(=O)n(CC(=O)N4CCN(c5cc(Cl)ccc5C)CC4)nc(CC)n32)s1	x	-1	0	-29	-0.1
22	CCCN(CC(=O)Nc1ccccc1OC)C(=O)c1cccc(S(=O)(=O)Nc2ccc(OC)cc2)c1	13	0	4	-20	-0.6
23	CC(C)CC(=O)NC(=S)Nc1cc(C(=O)O)ccc1Cl	3	2	-3	-17	1.3
24	CC(=O)CN1Cc2ccccc2/C1=N\C(=O)Nc1ccccc1	3	1	1	-3	-0.4
25	Oc1ccccc1C1=NN(c2ccccc2)C(c2ccccc2)C1 (centres undefined)	12	0	0	-8	2.0
26	O=C(Nc1cccc2ncccc12)C12CC3CC(CC(C3)C1)C2	-5	2	6	-5	0.3
27	CCOC(=O)C1CCN(C(=O)c2cc3c(=O)n4ccccc4nc3s2)CC1	-3	2	6	28	-0.5
28	C#CCOCCOCCOCCNc1nc(N2CCN(C(=O)CCCCCCCCCCNC(=O)Cn3cc(CCCCCN)nn3)CC2)nc(N2CCN(C(=O)CCCCCCCCCCNC(=O)[C@H]([C@@H](C)CC)n3cc(CCCCN=C(N)N)nn3)CC2)n1	x	2	-4	12	0.7
29	CCCC(=O)NC(c1ccccc1OC)c1ccc2cccnc2c1O (centres undefined)	-18	2	3	0	0.7
30	CCOC(=O)c1c(NC(=O)COC)sc(C)c1C	0	-1	0	11	0.5

no.	RXFP1 antagonist	D2 potentiator	TRHR PAM	D2 agonist
21	6	-8	-2	-0.2
22	-7	18	2	-0.4
23	-7	1	0	0.7
24	3	2	-1	-1.8
25	-5	-16	7	1.3
26	0	-5	3	-0.2
27	8	7	4	-0.8
28	x	x	-2	x
29	-11	-2	13	0.0
30	3	-8	-5	3.4

# RXFP1 antagonist, what is marked active above
entry	smiles	D2 antagonist	D1 ag	D1 potentiator	D1 antagonist	TRHR agonist	RXFP1 antagonist	D2 potentiator	TRHR PAM
12	O=C(COC(=O)c1ccc(NS(=O)(=O)c2cccs2)cc1)Nc1nc2c(F)c(F)c(F)cc2s1	2	3	-3	-2	0.2	-62*	-4	-6

# More records follow.
no.	Structure	D2 antagonist	D1 ag	D1 potentiator	D1 antagonist	TRHR agonist
31	COc1ccc(C(=O)Nc2cc(OC)c(Cl)cc2Cl)cc1	0	0	0	5	-1.4
32	CC(Oc1ccc(F)cc1)C(=O)Nc1cc(Cl)ccc1-n1cncn1 (centres undefined)	8	0	-16	-6	-0.5
33	Cc1ccc(-n2[nH]c(C)c(C=Nc3ccc4[nH]c(=O)[nH]c4c3)c2=O)cc1C	-7	3	2	1	0.2
34	CCn1c(CN2CCN(Cc3ccc(C)cc3)C(CCO)C2)nc2ccccc21 (centres undefined)	-43	3	-2	2	0.4
35	CN(C)CCCN=Cc1c(-c2ccccc2)[nH]n(-c2nc3ccccc3s2)c1=O	0	3	-3	-17	0.1
36	COc1cccc(OCC(=O)Nc2cc(Cl)ccc2Oc2ccccc2)c1	-10	7	1	10	1.5
37	Cc1ccc(NC(=O)c2c(Cl)n(C)c3ccccc23)cc1	-5	1	-9	-9	-1.0
38	O=C(c1ccc2c(c1)OCO2)N1CCN(c2ccccc2F)CC1	-8	2	2	-8	-0.2
39	O=c1c2ccccc2nc2n1-c1ccccc1CCC2	9	-2	-3	-2	-0.2
40	C=COCCn1c(-c2nonc2N)nc2ccccc21	-3	2	-7	-4	0.7

no.	RXFP1 antagonist	D2 potentiator	TRHR PAM	D2 agonist
31	-13	3	-6	0.4
32	0	1	4	-0.4
33	1	1	0	0.2
34	-15	-17	4	1.2
35	u	9	-4	0.5
36	-10	-5	3	1.4
37	x	4	7	0.0
38	-13	4	3	-1.0
39	-14	-7	-2	-0.6
40	4	0	-3	1.2

# Additional results.
no.	Structure	D2 antagonist	D1 ag	D1 potentiator	D1 antagonist	TRHR agonist
41	COC(=O)c1ccc(C(=S)N2CCCCC2)cc1	x	1	-6	-20	-0.3
42	CCOC(=O)CC(NC(=O)CCc1c(C)nc2c(c1C)c(=O)n(C)c(=O)n2C)c1ccc(OCC)c(OC)c1 (centres undefined)	x	0	-4	-33*	-0.4
43	COc1ccc(-c2cc(C(=O)N3CCN(c4ccccn4)CC3)c3ccccc3n2)cc1	-15	0	1	13	0.0
44	CC(C)(C)c1ccc(C(=O)Nc2c3c(nn2C(C)(C)C)CS(=O)(=O)C3)cc1	-3	4	7	14	0.3
45	COc1ccc2nc(SCC(N)=O)[nH]c2c1	-10	0	2	1	0.3
46	Nc1ccc(-c2nnc(-c3ccc(N)cc3)o2)cc1	3	2	-9	-6	-1.2
47	O=C(NCc1ccc(C(F)(F)F)cc1)C1CC(c2c(Cl)cccc2Cl)=NO1 (centres undefined)	0	2	2	43	1.5
48	COC(=O)Nc1nc2c(s1)CCCC2	26	0	-5	-3	0.6
49	O=c1c(=O)n(Cc2c(F)cccc2Cl)ccn1Cc1ccccc1	x	7	-5	-3	-0.2
50	Cn1c(/C(C#N)=C(\O)COc2ccc3ccccc3c2)nc2ccccc21	-5	3	-4	6	0.2
51	Cc1cc2c(s1)c1cnn(Cc3c(F)ccc(C)c3Cl)c(=O)c1n2C	x	3	3	-23	1.1
52	COc1ccccc1NC(=O)C(=O)N(c1cccnc1)C(C(=O)NC(C)(C)C)c1ccccc1 (centres undefined)	15	-1	-4	7	-1.3
53	COc1ccc(Cl)cc1-n1c(=S)sc2c(=O)[nH]c(SCC(=O)NCCC(C)C)nc21	-2	1	-1	-1	-1.0

no.	RXFP1 antagonist	D2 potentiator	TRHR PAM	D2 agonist
41	-12	x	-1	x
42	x	18	6	0.1
43	5	-1	-14	5.3
44	5	-9	-4	1.1
45	-2	-4	-1	-0.2
46	2	5	-1	1.0
47	x	6	0	-0.3
48	-12	x	-4	1.4
49	-1	-4	7	-0.4
50	-2	10	12	0.4
51	x	x	-5	x
52	3	5	-4	-1.4
53	1	-13	-3	-0.9

# Among those listed so far, these have a thiophene ring, fused or not:
no.	Structure	D2 antagonist	D1 ag	D1 potentiator	D1 antagonist	TRHR agonist
5	COc1cc(OC)c(Nc2c3c(nc4nc(-c5cccs5)nn24)CCCC3)cc1Cl	x	11	-1	14	0.2
7	N#Cc1c(N)nc(SCc2ccccn2)c(C#N)c1-c1cccs1	10	1	-2	-26	0.0
12	O=C(COC(=O)c1ccc(NS(=O)(=O)c2cccs2)cc1)Nc1nc2c(F)c(F)c(F)cc2s1	2	3	-3	-2	0.2
19	CC(=O)Nc1ccc(N(C(=O)Cc2cccs2)C(C(=O)NC2CCCC2)c2ccncc2)cc1 (centres undefined)	9	1	-5	4	0.1
20	Cc1cc(C(=O)Nc2ccc3c(c2)OCO3)cs1	4	-1	-10	-2	-0.4
21	CCc1cc2c(cc3c(=O)n(CC(=O)N4CCN(c5cc(Cl)ccc5C)CC4)nc(CC)n32)s1	x	-1	0	-29	-0.1
27	CCOC(=O)C1CCN(C(=O)c2cc3c(=O)n4ccccc4nc3s2)CC1	-3	2	6	28	-0.5
30	CCOC(=O)c1c(NC(=O)COC)sc(C)c1C	0	-1	0	11	0.5
51	Cc1cc2c(s1)c1cnn(Cc3c(F)ccc(C)c3Cl)c(=O)c1n2C	x	3	3	-23	1.1

no.	RXFP1 antagonist	D2 potentiator	TRHR PAM	D2 agonist
5	-35	16	-1	0.0
7	0	-11	5	4.0
12	-62*	-4	-6	0.4
19	-3	0	-1	0.6
20	4	1	0	0.8
21	6	-8	-2	-0.2
27	8	7	4	-0.8
30	3	-8	-5	3.4
51	x	x	-5	x
